# Source: PubChem (several laboratories)
# Keap1 Nrf2 FP – Keap1-Nrf2 (human) interaction inhibition. Q14145. hit rate 0.15% among 340,000. inhibition, % at 9.4 µM. Keap1 Kelch-Nrf2 peptide fluorescence polarization, 1536-well; in the data active = inhibition above about 12%;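 also: human Keap1 Kelch domain with fluorescein labeled Nrf2 9mer peptide probe; 0% = neutral control wells and 100% = peptide positive control; higher means more block of Keap1 binding to Nrf2 peptide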
# NSD2 inh – inhibitors of human histone methyltransferase NSD2; inhibition, % at 12.5 µM; hit rate 0.54% among 310,000; O96028; NSD2 peptide methylation, AlphaScreen, 120 min; in the data active = inhibition above about 50%
# Cardiac RTF inh – cardiac RTF calcium desensitization; inhibition, % at 7.15 µM; hit rate 0.12% among 340,000; P19429+P45379; IANBD-labeled cardiac RTF, Ca2+ fluorescence;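 active = inhibition above the mean inhibition of all tested compounds plus 3 SD, cut at about 17% in these data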;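 also: assay run at fixed EC70 calcium of 1.6 mM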
# DAGLB inh – diacylglycerol lipase beta (human) inhibition; Q8NCG7; HEK293T DAGLB membrane lysate, EnzChek fluorogenic substrate; inhibition, % at 5.17 µM; hit rate 0.059% among 340,000; in the data active = inhibition above about 34%;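 also: 0% = enzyme with vehicle and 100% = wells lacking enzyme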
# PKA-R2B activ – PKA-R2B complex activation; PKA-R2B holoenzyme dissociation, Cy5-IP20 fluorescence polarization; R2B truncated from residue 108, S112A mutant; 0% DMSO only, 100% 113 µM cGMP; AID 504700; activation, % at 11.4 µM; hit rate 0.079% among 340,000;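 active = activation above a cutoff set at the mean over all compounds plus 3 SD, cut at about 18% in these data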;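 also: higher means more holoenzyme dissociation and a rise in polarization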
# Target sequence (P31323 whole entry, looked up, other chains not shown, the tested form may be a part): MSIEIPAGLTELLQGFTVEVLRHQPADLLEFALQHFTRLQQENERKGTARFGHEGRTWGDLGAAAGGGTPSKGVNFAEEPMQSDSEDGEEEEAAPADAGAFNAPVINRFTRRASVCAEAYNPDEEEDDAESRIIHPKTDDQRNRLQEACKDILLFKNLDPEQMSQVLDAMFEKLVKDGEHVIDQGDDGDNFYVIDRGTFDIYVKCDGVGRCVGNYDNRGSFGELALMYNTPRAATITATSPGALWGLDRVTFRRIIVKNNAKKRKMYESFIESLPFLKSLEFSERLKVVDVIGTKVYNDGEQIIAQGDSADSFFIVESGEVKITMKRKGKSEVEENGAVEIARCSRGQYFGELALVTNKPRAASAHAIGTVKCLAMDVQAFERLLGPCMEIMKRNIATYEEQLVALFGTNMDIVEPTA
# SR-BI DiI inh – blocks mouse SR-BI lipid uptake from DiI-HDL | inhibition, % at 12.5 µM | AID 488896 | hit rate 0.96% among 320,000 | ldlA[mSR-BI] CHO cells, DiI-HDL uptake fluorescence, 3 h | Q61009;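 active = mean replicate inhibition of at least 70% and a set share of replicates each scoring 70 or more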;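 also: 0% = median of neutral control wells and 100% = median of positive control wells; values of inactives mirror those of a sister screen read the other way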
# Target sequence (Q61009 whole entry, looked up): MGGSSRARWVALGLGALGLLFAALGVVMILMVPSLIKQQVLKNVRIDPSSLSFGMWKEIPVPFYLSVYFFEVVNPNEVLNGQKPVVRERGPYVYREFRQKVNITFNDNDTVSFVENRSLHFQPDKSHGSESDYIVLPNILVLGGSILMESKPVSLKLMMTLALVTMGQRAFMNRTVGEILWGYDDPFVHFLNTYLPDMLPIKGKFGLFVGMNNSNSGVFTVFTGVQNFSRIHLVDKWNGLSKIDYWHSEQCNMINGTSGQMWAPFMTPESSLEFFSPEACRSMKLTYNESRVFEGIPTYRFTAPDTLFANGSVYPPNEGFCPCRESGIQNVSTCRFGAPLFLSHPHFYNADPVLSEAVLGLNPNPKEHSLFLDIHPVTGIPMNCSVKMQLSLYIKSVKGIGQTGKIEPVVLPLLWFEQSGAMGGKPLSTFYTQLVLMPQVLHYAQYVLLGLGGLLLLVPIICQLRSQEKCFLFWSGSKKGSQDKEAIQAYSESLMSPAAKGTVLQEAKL
# Arr AP2 block – human beta-arrestin and AP2 interaction inhibition | FITC-arrestin peptide / GST-AP2 beads, flow cytometry; AP2 beta2 appendage carries R879A mutation | inhibition, % at 10 µM | hit rate 0.31% among 340,000 | AID 504490;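 active = inhibition above a set limit, near 3 SD of compounds lacking own fluorescence, cut at about 54% in these data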;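 also: plate controls were DMSO wells for no effect and 5 µM unlabelled arrestin peptide for full effect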
#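 System: GST-tagged AP2 beta2-adaptin appendage (R879A) on 4 µm glutathione beads / Reagent: FITC-arrestin peptide, 50 nM / Detection: HyperCyt-sampled flow cytometry, FL1 channel, ex 488/em 535 nm / Timing: 12 min plus 1 h, RT / Buffer or medium: PBS plus Tween 20 (0.05%) and BSA (0.1%)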
# LANA DNA inh – KSHV C-LANA DNA binding inhibition; hit rate 0.078% among 340,000; AID 504423; MBP-C-LANA/FAM-LBS DNA binding, fluorescence polarization; inhibition, % at 9 µM;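 active = highest replicate inhibition at or above 60% at 9 µM, even if other replicates fall short; inactive = all replicates below 60% inhibition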;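 also: 0% = neutral control wells and 100% = 4 µM acridine orange control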
# PvdQ acylase – P. aeruginosa PvdQ acylase inhibition; purified PvdQ acylase, fluorescence plate reader; inhibition, % at 10 µM; hit rate 0.063% among 340,000; AID 488965; in the data active = inhibition above about 30%, passing the limit was not always enough;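 also: 0% = vehicle neutral wells and 100% = reference inhibitor wells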
# SR-BI uptake up – SR-BI HDL lipid transfer activation; CHO ldlA[mSR-BI] cells, DiI-HDL uptake fluorescence, 3 h; 100 = double the neutral-control signal; activation, % at 12.5 µM; hit rate 0.096% among 320,000;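 active = mean replicate activation of at least 60% and every replicate at or above 60%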;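 also: 0% = median plate neutral-control signal and 100% = twice that signal; values of inactives mirror those of a sister screen read the other way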
#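 Material: SR-BI-overexpressing, LDLR-lacking CHO cells | Dosing: Single compound concentration, delivered by pin transfer | Probe or stimulus: Labelled HDL, 10 µg/mL | Signal: Bottom-read cell fluorescence after medium removal, ex 550/em 595 nm | Schedule: 3 h, 37 °C | Evaluation: HDL uptake via cellular fluorescence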
# * = called active by the depositor; x = no result given. Some of the compounds tested (hit frequency here may not be typical).
SMILES,Keap1 Nrf2 FP,NSD2 inh,Cardiac RTF inh,DAGLB inh,PKA-R2B activ,SR-BI DiI inh,Arr AP2 block,LANA DNA inh,PvdQ acylase,SR-BI uptake up
COc1ccccc1CCNCc1cccc(C(F)(F)F)c1,-2,-7,-8,-1,-6,3,-3,1.7,-9,-3
CC(C)N(Cc1ccco1)/N=C/c1c(O)n(Cc2ccccc2)c(=O)[nH]c1=O,3,2,2,5,-3,4,-2,-0.5,-10,-4
O=C(Cn1cc(C=C2C(=O)NC(=O)NC2=O)c2ccccc21)NCC1CCCO1 (stereo unspecified),12,2,-2,-2,-2,-23,33,9.9,6,23
C[C@H]1CCCC(=O)CCC/C=C/c2cc(O)cc(O)c2C(=O)O1,-5,x,-2,-5,2,19,9,-3.7,-10,-16
CCCCn1c(=O)c(C(=O)Nc2ccc(C)cn2)c(O)c2ccccc21,0,x,-2,-3,-5,-5,35,0.1,3,5
CCC(=O)N1c2ccc(S(=O)(=O)CCC(=O)N3CCC4(CC3)OCCO4)cc2CC1C (stereo unspecified),-3,-6,4,1,3,-5,15,1.9,-2,5
C[C@]12CCC3[C@@H](CCC4=CC(=O)CC[C@@]43CO)C1CCC2=O (stereo partly specified),-3,4,-11,-1,2,-18,7,2.0,-30,18
CCN(CC)c1ccc(CC2C(=O)N(C)C(=O)N(C)C2=O)cc1,-3,x,-15,-5,4,-9,1,1.1,-13,9
O=c1cccc2n1CC1CC2CN(c2ncnc3c2cnn3-c2ccccc2)C1 (stereo unspecified),-1,1,3,2,4,-8,23,1.1,5,8
CCCCn1c(N)c(N(CCOC)C(=O)CN2CC=C(c3ccccc3)CC2)c(=O)[nH]c1=O,-7,0,-15,-2,-1,7,-1,0.0,-10,-7
O=C(c1cc(-c2cccnc2)nc2ccc(Cl)cc12)N1CCC2(CC1)OCCO2,-6,-1,-6,1,-2,-9,3,7.9,15,9
O=C1Nc2ccccc2Sc2ccccc21,-2,-1,-1,1,-8,2,10,-0.9,-9,-2
CN1C(=O)C(=Cc2cn(CC#N)c3ccccc23)C(=O)N(C)C1=O,6,1,-8,5,10,-17,-12,8.3,-8,17
CC(C)C[C@H](NC(=O)[C@@H]1CCCN1C(=O)[C@@H](N)Cc1ccc(O)cc1)C(=O)NCC(N)=O,0,x,10,-1,5,-3,8,-0.2,3,9
OCC(Cl)CCl (stereo unspecified),-3,x,-5,-4,-10,-4,8,-1.0,-22,4
O=C(COc1ccc(Cl)cc1)N1CCN(C/C=C/c2ccccc2)CC1,-7,-2,12,-1,2,12,-4,-0.8,-7,-12
COc1ccc2nc(NC3=NCCN3)sc2c1,4,-1,-3,0,-2,15,5,1.8,-11,-15
OCC#CC[N+]1(CC#Cc2ccccc2)CCOCC1,4,0,1,1,5,-27,4,0.3,-5,27
COC(=O)C(O)(c1c(C)[nH]c2ccccc12)C(F)(F)F (stereo unspecified),-10,2,-1,-3,-2,-8,0,-0.5,-16,8
CSCCC(N=Cc1c(O)n(-c2ccc(Cl)cc2)c(=O)[nH]c1=O)C(=O)OC(C)(C)C (stereo unspecified),2,-1,-2,2,-3,-6,15,-0.7,-2,6
CCOc1ccccc1N=C1SCCCN1C,-6,-2,-4,2,10,25,-7,-0.5,-13,-25
O=C(CCNC(=O)N1C[C@H]2C[C@@H](C1)c1cccc(=O)n1C2)Nc1cccc(Cl)c1,-4,x,-7,0,-11,-17,-8,5.5,-10,17
CC(=O)c1cn(Cc2ccccc2C#N)c2ccccc12,-3,-8,-3,-2,-3,9,14,-0.6,-10,-9
CN1C2CCC1CC(OC(=O)c1ccc([N+](=O)[O-])cc1)C2 (stereo unspecified),-2,-3,10,-1,-1,-5,6,0.3,1,5
CCCC[N+]12CCC(CC1)C(=C(c1ccccc1)c1ccccc1)C2,2,6,-12,0,-8,-50,-7,-0.9,-13,50
# (next part)
SMILES,Keap1 Nrf2 FP,NSD2 inh,Cardiac RTF inh,DAGLB inh,PKA-R2B activ,SR-BI DiI inh,Arr AP2 block,LANA DNA inh,PvdQ acylase,SR-BI uptake up
Cc1ccc(N2C(=O)NC(=O)/C(=C\c3cc(C)n(-c4sc5c(c4C#N)CCCC5)c3C)C2=O)cc1,-11,45,-15,17,9,11,4,1.5,-5,-11
O=P(NS(=O)(=O)c1ccc(Br)cc1)(Oc1ccccc1)Oc1ccccc1,-3,0,2,16,10,-14,12,-1.3,5,14
Cc1ccc(C)c(C2(O)CC(C)N(C)CC2C)c1 (stereo unspecified),0,-2,-4,-3,-6,-9,21,2.4,12,9
CCOC(=O)[C@@H]1[C@H]2COc3ccc(Br)cc3[C@@H]2N2C(=O)N(c3cccc(C)c3)C(=O)[C@]12C,-3,x,0,-10,-9,-20,19,-1.1,1,20
Fc1ccc(CNCCc2c[nH]c3ccccc23)cc1,-7,7,-10,-2,2,-34,-6,0.6,-5,34
CN1C(=O)CCC2(C)C1=CCC1C2CCC2(C)C1CCC2(C)O (stereo unspecified),-3,0,-17,1,-2,19,19,-0.1,-10,-19
C[C@]12CCC(=O)C[C@H]1CC[C@@H]1[C@@H]2CC[C@]2(C)C(=O)CC[C@@H]12,-6,x,2,-1,2,-1,-1,-0.7,-12,1
CCOP(=O)(C#CC(C)(C)C)C(O)(c1ccccc1)C(F)(F)F (stereo unspecified),-3,0,-2,-11,4,-20,23,-0.3,0,20
O=C(O)CCn1cc(C=C2C(=O)NC(=S)NC2=O)c(-c2cccc(Cl)c2)n1,4,8,1,1,-2,-12,5,0.0,8,12
COc1cccc(CCNCc2ccc(SC)cc2)c1,-4,12,8,1,-5,-1,-8,0.0,-1,1
Cn1c(O)c(N=Nc2cccc(S(=O)(=O)N3CCOCC3)c2)c(=O)n(C)c1=O,-7,0,7,-5,-1,-5,-2,0.1,-13,5
CCN1CCN(c2nc3c(c(=O)[nH]2)CCC3)CC1,-6,20,-16,-2,4,15,12,0.0,-19,-15
O=c1[nH]c(=S)n(C2CC2)c(O)c1/C=N/Nc1cccc2ccccc12,-6,8,-4,14,-5,47,-7,1.0,-9,-47
COc1ccc(-n2c(C)cc(C(=O)C[N+]34CCN(CC3)CC4)c2C)cc1,-3,1,-4,1,-4,-5,-4,-1.1,0,5
CCCc1c(C)nc(SCC(=O)C(C)(C)C)nc1OC(=O)N(C)C,-1,-7,0,-3,-8,-22,-24,0.4,-1,22
Cc1cccnc1-n1c(CN2C(=O)c3ccccc3C2=O)nc2ccccc2c1=O,2,2,-1,0,-2,-19,2,-0.3,2,19
COc1cccc(NC(=O)N2CCC3(CC2)OCCO3)c1,1,-3,-6,1,-8,10,3,0.0,-12,-10
CCCOc1ccc(N2C(=O)CC(N3CC=C(c4ccccc4)CC3)C2=O)cc1 (stereo unspecified),-4,2,-25,2,-3,35,-5,-0.5,-12,-35
Cc1ccc(OP2(=O)Nc3cc(C)c(C)cc3S2)cc1 (stereo unspecified),-7,2,-3,-9,-6,5,14,1.9,-31,-5
COc1ccc(/C=C2\C(=O)NC(=O)N(CCC3=CCCCC3)C2=O)c(OC)c1,-7,8,-16,22,-2,-4,3,3.3,2,4
Cc1nc2ccccc2c(=O)n1-c1ccccc1C(F)(F)F,3,-1,0,-7,7,-8,3,2.3,2,8
COc1ccc(F)cc1C(=O)C1CCCN(Cc2cnc(C)s2)C1 (stereo unspecified),-3,-3,-4,0,-5,11,-1,1.7,-11,-11
COc1ccc(OC)c(CNCCc2ccc(OC)c(OC)c2)c1,5,1,3,1,5,-9,9,x,0,9
Fc1ccc(CCNCc2cccc(Cl)c2)cc1,8,-1,10,-1,9,-9,-3,-2.6,3,9
Cc1ncc(CN2CCCC(C(=O)c3ccc(C(C)(C)C)cc3)C2)s1 (stereo unspecified),-3,2,-21,-5,1,-7,7,-0.5,-11,7
# Remaining list, next part:
SMILES,Keap1 Nrf2 FP,NSD2 inh,Cardiac RTF inh,DAGLB inh,PKA-R2B activ,SR-BI DiI inh,Arr AP2 block,LANA DNA inh,PvdQ acylase,SR-BI uptake up
CCCc1nnc(NC(=O)CCC(=O)N2CCN(CCOC(c3ccccc3)c3ccccc3)CC2)s1,0,3,-5,3,-13,17,3,1.0,-12,-17
COc1ccc(CC(=O)Nc2ccc(C#N)c(Cl)c2)cc1S(=O)(=O)N1CCOCC1,-1,-2,-2,-2,-12,41,37,0.4,-4,-41
O=C(O)CC1OCC=C2CN3CCC45c6ccccc6NC4C1C2CC35 (stereo unspecified),-1,7,-2,-3,2,1,32,0.0,4,-1
N#CC1c2ccccc2-n2nncc2CN1Cc1cc(Cl)cc(Cl)c1 (stereo unspecified),-4,x,-14,-8,-6,-20,27,-0.5,-15,20
Cc1ccc(OCC(=O)N2CCN(CC3CC4C=CC3C4)CC2)cc1 (stereo unspecified),-4,5,-1,-4,5,5,30,0.2,-10,-5
CC(=NCC1CCCO1)c1c(O)n(C)c(=O)n(C)c1=O (stereo unspecified),-4,-6,-2,-1,-5,-21,9,0.1,-8,21
CC(C)N(C(=O)CCl)c1ccccc1,0,x,14,3,5,-11,1,-3.3,-4,11
COC(=O)C1=C(c2ccc(F)cc2OCc2ccccc2)C[C@@H]2CC[C@H]1N2C(=O)NC1CC1,-3,x,2,1,8,11,-3,7.5,5,-11
CCN(CC)C(=O)c1ccc(NC(=O)COc2ccc([N+](=O)[O-])cc2Cl)cc1,-2,-1,-1,3,-3,42,19,-4.4,-3,-42
Cc1ccc(-n2c(O)c(C=NCCN(C)C)c(=O)[nH]c2=O)cc1,-1,5,-4,0,3,14,-1,-0.4,-8,-14
COc1ccccc1Cn1c(SCC#N)nc2cc(C(=O)N3CCC4(CC3)OCCO4)ccc2c1=O,0,-1,-4,-1,3,-11,1,0.0,-13,11
CCCNC(=O)N1[C@H]2CC[C@@H]1C(C(=O)OC)=C(c1ccc(Cl)c(C(F)(F)F)c1)C2,0,x,-12,-4,2,-4,3,0.7,7,4
c1ccc(-c2ccncc2)cc1,-3,x,-11,-2,-1,-5,2,-0.7,-14,5
c1cc2c(cc1[C@H]1OCC3C1CO[C@@H]3c1ccc3c(c1)OCO3)OCO2 (stereo partly specified),-2,x,-8,-17,-9,-1,5,2.2,-6,1
c1ccc(C2CC3CC4(CCCC4)N2O3)cc1 (stereo unspecified),-6,-2,-1,-4,3,-8,16,2.5,13,8

# Record cards (already shown):
# Profile of `O=C(O)CC1OCC=C2CN3CCC45c6ccccc6NC4C1C2CC35` (stereo unspecified) : Keap1 Nrf2 FP: -1; NSD2 inh: 7; Cardiac RTF inh: -2; DAGLB inh: -3; PKA-R2B activ: 2; SR-BI DiI inh: 1; Arr AP2 block: 32; LANA DNA inh: 0.0; PvdQ acylase: 4; SR-BI uptake up: -1
# Profile of `c1ccc(C2CC3CC4(CCCC4)N2O3)cc1` (stereo unspecified) : Keap1 Nrf2 FP: -6; NSD2 inh: -2; Cardiac RTF inh: -1; DAGLB inh: -4; PKA-R2B activ: 3; SR-BI DiI inh: -8; Arr AP2 block: 16; LANA DNA inh: 2.5; PvdQ acylase: 13; SR-BI uptake up: 8
